Assay outcomes (PubChem)
Pf Dd2 inh: Plasmodium falciparum Dd2 growth inhibition; P. falciparum Dd2 growth, SYBR Green, 72 h; Potency, µM (titrated, usually from 28.9 µM), without a hit: at the top dose activity, negative = inhibition, most hits filed as inhibitors; actives 4.3% (n = 120,000); AID 1347417; active means well fitted inhibition curve with a large enough effect; inconclusive means small, poorly fitted or top-dose-only effect; inactive means no such curve, though single readings can be large or run the other way;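 further: plate controls were DMSO vehicle for no effect and reference drug for full effect; nearly all actives have a fitted effect of over 65% in size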
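Infected erythrocytes (Dd2, 0.3% parasitemia, 2.5% hematocrit final) are added to compound in RPMI-1640/Albumax II medium, grown 72 h at 37C in low oxygen, then lysed with saponin/Triton-X containing SYBR Green and read by fluorescence.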
* = called active by the depositor; i = inactive; ? = inconclusive; [ ] = another dose, or the depositor's remark. Potency means the concentration at half of the fitted maximal effect.

SMILES	Pf Dd2 inh
CCOC(=O)N1CCN(Cc2nc3cc(NC(=O)CC)ccc3n2C(C)C)CC1	?
CCOC(=O)c1cc(-c2ccc(OC)c(S(=O)(=O)Nc3ccc(OC)cc3OC)c2)on1	-8.1%
Cc1cccnc1NCCNc1nc(C(C)C)nc2c1cnn2C	-25.4%
Cc1nc2c(c(-c3ccc(O)cc3)n1)CN(C(=O)C1CCCC1)CC2	i
CC(=O)N1CCC(C(=O)N2CCC3(CC2)NC(=O)N(c2ccccc2)N3)CC1	19.6%
Cc1ccc(C(=O)N2CCC3(CC2)N=C(c2ccc(Cl)cc2)NO3)s1	?
CCCNC(=O)CN1C(=O)c2cccnc2Sc2ccccc21	-15.2%
COc1ccc(C(=O)N2CCCC2)c(OC2CCN(C(=O)c3ccn[nH]3)CC2)c1	-11.3%
CCOc1ccc(-n2c(=O)c3c4c(sc3n(Cc3cccc(C)c3)c2=O)CCCC4)cc1	132.9%[activator]
Cc1ccncc1C(=O)N1CCCn2ccnc2C1c1ccccc1 (stereo unspecified)	-14.5%
Cc1ccc(Cl)cc1N1CCN(S(=O)(=O)c2cc(Br)cc3c2N(C(=O)C2CC2)CC3)CC1	9.2%
CN(CC1CCOCC1)C(=O)C1CCCC1	20.4%
Cc1nc(-c2ccccc2)cc([C@H]2CN3CC[C@H]2C[C@@H]3CNC(=O)C2CC2)n1	i
O=C(NCCCc1ccccc1)C1CCN(C(=O)N2CC3CC(C2)[C@H]2CCCC(=O)N2C3)CC1 (stereo partly specified)	i
CC1(C)CNC(=O)c2nc(CC3CCCCN3C3CCCC3)[nH]c2C1 (stereo unspecified)	3.1%
COCC(=O)N1CCC2(CC1)CC(N(C(=O)c1ccccc1)C1CC1)CCO2 (stereo unspecified)	-18.4%
Cc1ccc(CNC(=O)c2ccc3c(c2)n(Cc2ccccc2)c(=O)c2ccnn23)o1	?
CCOc1ccc(C(=O)NC2CC(c3cc(N4CCOCC4)ncn3)C2)o1 (stereo unspecified)	-24.0%
COc1ccc(CN2C[C@H]3CN(C(=O)NCc4ccccc4)CCN3C2=O)cc1	i
CCC(C(=O)N1CCN(c2cc(Cl)ccc2C)CC1)n1nc(C)c2sc3ccccc3c2c1=O (stereo unspecified)	0.0%
NC(=O)[C@@H]1CN(C(=O)c2ccncc2)C[C@H]1COc1ccccc1	14.6%
Cc1ccc(CNC(=O)c2ccc3c(c2)CN(Cc2nccs2)CCO3)cc1	-19.5%
CCOC(=O)c1c(C)oc2nc(C)nc(NCc3ccc(OC)cc3)c12	?
COc1ccc(C(=O)N2CCCC(C(=O)NCc3ccncc3)CCNC(=O)CC2)c(OC)c1 (stereo unspecified)	-4.9%
COc1cccc(Cn2c(SCc3ccc(C(=O)N4CCCCC4)cc3)nc3ccncc32)c1	?
O=C1CC(c2ccccc2)N(Cc2ccccn2)CCCCCN1 (stereo unspecified)	-17.5%
Cc1cccc(Cc2c(C)nc3nc(SCc4ccccc4Cl)nn3c2C)c1	i
CN1Cc2cccn2CC1CNC(=O)c1cccn1C (stereo unspecified)	-51.5%
CN1C(=O)C2(CCN(C(=O)CCn3ccc(=O)[nH]c3=O)CC2)c2ccccc21	3.0%
Cn1cccc1CN1CCC(N2CCOCC2=O)CC1	1.3%[44.1 µM]
CC(C)c1ccc(C(=O)N2CC3CC(C2)[C@H]2CCCC(=O)N2C3)cc1 (stereo partly specified)	-6.6%
CNC(=O)Cn1nc(C(=O)N2CCCC(CO)(CC3CC3)C2)cc1C (stereo unspecified)	1.0%
Cc1cc(C)cc(NC(=O)C2CCCN(c3cnccn3)C2)c1 (stereo unspecified)	7.4%
COc1cc2c(cc1OCC1CC1)NC(=O)C21CCN(C(=O)c2cccc(O)c2)CC1	?
COc1ccc(CCNC(=O)Cn2ncc3c(=O)oc4ccccc4c32)c(OC)c1	25.3%
O=C(c1ccc2c(c1)OCO2)c1cn(Cc2ccc(Cl)cc2)c2ccc(F)cc2c1=O	?
CN1CCCN(C(=O)CC2CCCC2)c2ccccc21	?
Cc1cccc(N(CC(=O)Nc2ccccc2C(F)(F)F)S(=O)(=O)c2ccccc2)c1C	?
Fc1ccccc1-c1n[nH]c2c1CN(Cc1cccc3c1OCO3)CC2	?
O=C(c1ccc(F)c(Cl)c1)N1CCC2(CC1)N=C(c1ccccc1)NO2	?
Cn1nc(C(=O)N2CCCN(c3cc(-c4ccccc4)[nH]n3)CC2)c2ccccc21	i
COCC1CN(C)CC12CCN(S(=O)(=O)c1ccc(C#N)cc1)CC2 (stereo unspecified)	?
COc1ccc(-c2ccc3c(c2)C(=O)N2CC[C@H](NC(=O)c4cccs4)[C@H]2C(=O)N3)cc1	-1.1%
CCn1nccc1C(=O)N1CCC(Cc2ccc(C(N)=O)cc2)CC1	-3.0%
O=C1c2c(nc(COc3ccc4c(c3)OCO4)n2Cc2ccccc2)NCCN1Cc1cccc(Cl)c1	-14.3%
CCOc1ccc(-c2nnc(SCC(=O)NCc3ccc(C)cc3)nc2-c2ccc(OCC)cc2)cc1	?
O=C(Cn1nc2n(c1=O)CCCC2)Nc1ccc(F)cc1	3.8%
CCOc1cc(C(=O)N2CCc3c([nH]c4ccccc34)C2c2ccccc2)cc(OCC)c1OCC (stereo unspecified)	2µM*
COc1ccc(-c2n[nH]c3c2C(c2ccc(Cl)cc2Cl)NC3=O)cc1 (stereo unspecified)	-25.4%
CC(C)OCCCNc1ncnc2c1CN(C1CCC1)C(=O)CN2C	-6.5%[44.1 µM]
O=C(CCc1ccccc1)NCCC1CCN(C(=O)Nc2ccc(F)cc2F)CC1	-6.7%
CCOc1ccc(N(Cc2ccccc2)C(=O)c2nc(S(C)(=O)=O)ncc2Cl)cc1	-2.5%
CNC(=O)c1nnn2cc(C)[nH]c(=O)c12	53.4%[activator]
Cc1cccc(C)c1OCc1nc2c3c(-c4ccccc4)c(-c4ccccc4)oc3ncn2n1	23.3%
CCc1cc(C(=O)Nc2c(C)nn(Cc3ccccc3Cl)c2C)no1	27.0%
COc1ccc2sc(N(Cc3cccnc3)C(=O)COc3ccccc3)nc2c1	i
O=C(c1ccc(Cl)cc1)N1CCC(n2cnnc2-c2ccccc2)CC1	?
Cc1ccccc1-c1cc(-c2c(C)noc2C)c2cncn2c1	3.16µM*
O=C(CSc1cn(CC(=O)N2CCOCC2)c2ccccc12)Nc1ccccc1F	-2.1%
CCc1noc(-c2cccn3c(CNC(=O)C(C)Oc4ccccc4)nnc23)n1 (stereo unspecified)	-7.2%
More results:
SMILES	Pf Dd2 inh
COc1ccc(N2C(=O)CSC23C(=O)N(Cc2cccc(F)c2)c2ccccc23)cc1Cl (stereo unspecified)	?
CC(CCc1ccccc1)NC(=O)Cn1ncc2c3ccccc3n(Cc3cccc(Cl)c3)c2c1=O (stereo unspecified)	-5.0%
CCNc1c(NC(=O)c2cc(OCC)c(OCC)c(OCC)c2)c(=O)oc2ccccc12	-9.7%
Cc1ccc(CNC(=O)N2CCC(Oc3ccccc3-c3nc(C)no3)C2)cc1 (stereo unspecified)	-18.5%
CC1=C[C@@H](CN2CCN(C)CC2)[C@H](C(C)C)C[C@H]1Cc1nnc(-c2ccccc2F)o1	?
CCc1noc(-c2cccn3c(CNC(=O)C4CCC4)nnc23)n1	i
CC(C)N1CCCC2(CCN(C(=O)c3cccc4nccnc34)C2)C1=O (stereo unspecified)	-15.5%
CCn1cc(S(=O)(=O)N2CCOc3ccc(CCC(=O)NCC4CC4)cc3C2)cn1	-13.4%
CCn1cc(CNCc2ccc(OCC(O)CN3CCSCC3)c(OC)c2)cn1 (stereo unspecified)	-3.5%
Cc1ccc(C(=O)NC2(C(F)(F)F)N=C(c3ccccc3)N(Cc3ccccc3)C2=O)cc1 (stereo unspecified)	i
CC(C)c1noc(-c2cn(C3CCN(C(=O)c4ccco4)C3)nn2)n1 (stereo unspecified)	i
CCc1nn(CC(=O)NCCCOC)c(=O)c2cc3occc3n12	44.0%[activator]
Cc1cccc(C(=O)Nc2sc3c(c2C(=O)NCc2ccco2)CCCC3)c1	-14.7%
COc1ccc(-c2cc3nc4c(c(=O)n3[nH]2)CN(S(=O)(=O)c2cccs2)CC4)cc1	-9.6%[5.79 µM]
O=C(c1ccco1)N1CCC2(CCN(CCCn3cccn3)CC2)C(CO)C1 (stereo unspecified)	-4.3%
CCOC(=O)C(C)Oc1cccn2c(=O)c(-c3cc(C)n(-c4cccc(F)c4)n3)c(C)nc12 (stereo unspecified)	?
CCOCCN1C(=O)COC[C@@H]1[C@H](O)c1ccc(NC(C)=O)cc1	13.9%[44.1 µM]
COc1cccc(CN2CCC3(CC2)CN(c2ccncn2)CC3CO)c1OC (stereo unspecified)	i
CCc1ccc(C(=O)NC2CCN(c3cc(-c4ccccc4)[nH]n3)CC2)cc1	i
CC(C)CN1CCC[C@H]1c1nc(-c2ccnc(NS(C)(=O)=O)c2)no1	3.7%[44.1 µM]
CCCOc1ccc(-c2nn(-c3ccccc3)cc2C2NC(=O)NC(C)=C2C(=O)OC)cc1C (stereo unspecified)	10µM*
Cc1ccccc1C1(O)CCN(C(=O)c2ccc(C#CC(C)(C)O)o2)C1 (stereo unspecified)	?
COc1ccc(C(=O)Nc2ccc3c(c2)CN(Cc2ccc(OC)cc2OC)C(=O)CO3)cc1	-4.0%
Cc1ccc(C)c(NC(=O)C(=O)NCCCN2CCOCC2)c1	7.0%
COc1cc(C(C(=O)O)N(C)Cc2c(C)nn(C)c2C)ccc1N (stereo unspecified)	-23.4%
COc1ccc(CN2C[C@@H](F)[C@@H](OCc3nc4ccccc4[nH]3)C2)cc1	?
CCc1nc(NCCOC)ncc1C(=O)O	-11.0%
CCc1ccc(CN2CCc3nc(Nc4ccc5c(c4)OCCO5)ncc3C2)cc1	?
O=C(Cc1ccccc1)Nc1ccc2n(c1=O)C[C@H]1C[C@@H]2CN(S(=O)(=O)c2ccc(Cl)cc2)C1	-16.2%
C=CCC(CC=C)(CNC(=O)C(=O)Nc1ccc(C(=O)OCC)cc1)c1ccccc1	i
CN(C)C[C@@H]1CN(c2ccncn2)C[C@H]1NC(=O)c1ccc(Cl)s1	?
CCOCCCNC(=O)N1CCC2(CC1)CC(N1CCOCC1)CCO2 (stereo unspecified)	59.7%[activator]
Cc1cccc(CC(=O)Nc2cccc(-c3cn4cccnc4n3)c2)c1	-19.9%
Cc1ccc(S(=O)(=O)N2CC(c3nc(-c4ccncc4)no3)C2)cc1Cl	-24.0%
CCn1nc(C)c(C(=O)N2CCC(=O)N(CC3CC3)C(C(C)C)C2)c1C (stereo unspecified)	-10.0%
COc1cccc2c1ccn2CCNC(=O)C1CC(=O)N(c2n[nH]c3ccccc23)C1 (stereo unspecified)	i
Brc1ccccc1-n1ncc2c1ncn1nc(Cc3ccccc3)nc21	6.4%
CC(C)C[C@@H]1N[C@H](C(=O)N2CCN(C)CC2)Cc2c[nH]c3cccc1c23	?
CN(C)c1cc(N2CCCC(NC(=O)c3ccnn3C)C2)ncn1 (stereo unspecified)	22.1%[5.79 µM]
COCCOCC(=O)N1CC(Oc2cccc(-c3nc(C)no3)c2)C1	i[5.79 µM]
COc1cccc(NC(=O)N[C@H]2CCN(C(=O)C=C(C)C)[C@@H]2C(=O)N[C@H](Cc2ccccc2)C(N)=O)c1	-4.6%
CN(C)C[C@@H]1CN(c2ncccn2)C[C@H]1NS(=O)(=O)c1ccc(Cl)cc1	?
COc1cccc(F)c1-c1ncc2c(n1)OCCN(CC1CC1)C2=O	-10.2%[44.1 µM]
O=C(CC1=CCCCC1)N1CCc2nn(CC3CC3)c(=O)n2CC1	14.3%
CC(C)CNC(=O)C1COC2(CCN(C(=O)c3ccc(F)cc3)CC2)N1C(=O)c1ccccc1 (stereo unspecified)	-23.0%
CCC1CN(C(=O)N2CCC(C(=O)Nc3cc(C)ccc3C)CC2)c2ccccc2O1 (stereo unspecified)	11.7%
CCCCN(C)CC(O)Cn1cc(/C=C/C(=O)c2ccc(Br)cc2)c2ccccc21 (stereo unspecified)	?
Cc1nc(C)c(C(=O)N2CCC3(CC2)CC(N(C)Cc2ccccc2)CCO3)s1 (stereo unspecified)	i
CCN(c1cccc(C)c1)S(=O)(=O)c1nnc(NC(=O)C2CCCCC2)s1	-20.6%
COc1ccc(-c2cn3nc(N4CCCC(C(=O)Nc5cccc(OC)c5)C4)sc3n2)cc1 (stereo unspecified)	?
CN(C)c1ccc(-c2nnnn2[C@H]2CO[C@H]3[C@@H]2OC[C@@H]3NC(=O)CCC(=O)O)cc1	-0.8%[44.1 µM]

A section of the results above, for reference:
SMILES	Pf Dd2 inh
CN(C)c1cc(N2CCCC(NC(=O)c3ccnn3C)C2)ncn1 (stereo unspecified)	22.1%[5.79 µM]
COCCOCC(=O)N1CC(Oc2cccc(-c3nc(C)no3)c2)C1	i[5.79 µM]
COc1cccc(NC(=O)N[C@H]2CCN(C(=O)C=C(C)C)[C@@H]2C(=O)N[C@H](Cc2ccccc2)C(N)=O)c1	-4.6%
CN(C)C[C@@H]1CN(c2ncccn2)C[C@H]1NS(=O)(=O)c1ccc(Cl)cc1	?
COc1cccc(F)c1-c1ncc2c(n1)OCCN(CC1CC1)C2=O	-10.2%[44.1 µM]
O=C(CC1=CCCCC1)N1CCc2nn(CC3CC3)c(=O)n2CC1	14.3%
CC(C)CNC(=O)C1COC2(CCN(C(=O)c3ccc(F)cc3)CC2)N1C(=O)c1ccccc1 (stereo unspecified)	-23.0%
CCC1CN(C(=O)N2CCC(C(=O)Nc3cc(C)ccc3C)CC2)c2ccccc2O1 (stereo unspecified)	11.7%
CCCCN(C)CC(O)Cn1cc(/C=C/C(=O)c2ccc(Br)cc2)c2ccccc21 (stereo unspecified)	?
Cc1nc(C)c(C(=O)N2CCC3(CC2)CC(N(C)Cc2ccccc2)CCO3)s1 (stereo unspecified)	i
CCN(c1cccc(C)c1)S(=O)(=O)c1nnc(NC(=O)C2CCCCC2)s1	-20.6%
COc1ccc(-c2cn3nc(N4CCCC(C(=O)Nc5cccc(OC)c5)C4)sc3n2)cc1 (stereo unspecified)	?
CN(C)c1ccc(-c2nnnn2[C@H]2CO[C@H]3[C@@H]2OC[C@@H]3NC(=O)CCC(=O)O)cc1	-0.8%[44.1 µM]

A portion of the library; the hit share may differ from the screen's.
